FXIIa single: human FXIIa protease inhibitors, primary screen, biochemical, single well. Coagulation factor XII (Homo sapiens), P00748. purified human FXIIa, AMC substrate fluorescence, 2 h. inhibition, % at 10 µM. 33,000 compounds, 0.2% hits. AID 701, 2007; in the data active = inhibition above about 30%;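 also: 0% = enzyme with vehicle only and 100% = no enzyme blank; many of its hits are not listed in these tables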
Target sequence (P00748 20-372 limits assumed): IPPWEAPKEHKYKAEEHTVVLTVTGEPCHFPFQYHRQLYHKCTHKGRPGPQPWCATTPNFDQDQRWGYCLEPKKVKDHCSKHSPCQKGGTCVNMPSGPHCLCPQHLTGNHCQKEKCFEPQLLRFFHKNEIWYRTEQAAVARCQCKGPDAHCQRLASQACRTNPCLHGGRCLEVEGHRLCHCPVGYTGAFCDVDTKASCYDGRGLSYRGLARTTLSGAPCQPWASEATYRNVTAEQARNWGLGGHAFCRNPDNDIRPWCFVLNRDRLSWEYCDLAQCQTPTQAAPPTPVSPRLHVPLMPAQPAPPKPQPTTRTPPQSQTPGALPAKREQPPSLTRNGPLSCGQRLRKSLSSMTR
Target sequence (P00748 373-615 limits assumed): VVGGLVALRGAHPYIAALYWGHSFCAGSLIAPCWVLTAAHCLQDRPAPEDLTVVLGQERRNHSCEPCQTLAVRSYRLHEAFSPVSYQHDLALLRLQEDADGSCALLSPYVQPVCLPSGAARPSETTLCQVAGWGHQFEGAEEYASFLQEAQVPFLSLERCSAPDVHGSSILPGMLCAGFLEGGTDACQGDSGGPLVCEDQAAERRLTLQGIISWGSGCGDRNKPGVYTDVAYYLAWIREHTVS
FXIa single inh: human FXIa protease inhibitors, primary screen, biochemical, single compound per well | purified human FXIa, fluorogenic AMC substrate cleavage | AID 687, 2007 | inhibition, % at 10 µM | 33,000 compounds, 0.3% hits;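 active = inhibition above 40% in the primary screen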;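 also: 0% = enzyme without compound and 100% = blank wells lacking enzyme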
An asterisk follows results filed as active.

The first 3 records, to show the layout:
SMILES	FXIIa single	FXIa single inh
CC(=O)n1c(Cl)c(NC(=O)CCl)c2ccccc21	4	-2
CCC(Cc1ccccc1)NC(=O)CCn1cccc1 (stereo not drawn)	6	1
Cc1ccc(OCC(=O)NC2CCS(=O)(=O)C2)cc1 (stereo not drawn)	3	-3

The whole of this part, from the start:
SMILES	FXIIa single	FXIa single inh
CC(=O)n1c(Cl)c(NC(=O)CCl)c2ccccc21	4	-2
CCC(Cc1ccccc1)NC(=O)CCn1cccc1 (stereo not drawn)	6	1
Cc1ccc(OCC(=O)NC2CCS(=O)(=O)C2)cc1 (stereo not drawn)	3	-3
Cc1ccccc1NC(=O)NCc1ccco1	4	9
CCN(CC)C(=O)CCc1nc2sc3c(c2c(=O)[nH]1)CCCC3	7	-9
COc1ccc(C=C(c2ccc(OC)cc2)c2ccc(OC)cc2)cc1	3	-3
Nc1nc(CN2CCc3ccccc3C2)nc(Nc2ccccc2)n1	-3	-3
CCCCSc1nc(O)c(C2OC(=O)c3c2ccc(OC)c3OC)c(=O)n1-c1ccccc1 (stereo not drawn)	9	5
Cc1ccc(NC(=O)Nc2cccs2)c(Cl)c1	-4	1
N=c1cc(C2(O)CCCCC2)n2c(nc3ccccc32)s1	3	-8
Cc1nnc(SCCC(=O)Nc2ccc(F)cc2)s1	-16	11
N#Cc1c2n(cnc1=O)CCCCC2	4	6
CCN1C(=O)c2cccc3c(S(=O)(=O)Nc4ccccc4)ccc1c23	1	-13
CO/N=C/NC(=O)C1=NOC(CNc2ncc(C(F)(F)F)cc2Cl)C1 (stereo not drawn)	9	6
CNCC(O)COc1ccccc1 (stereo not drawn)	-6	1
CC(C)CC(c1nnnn1Cc1ccccc1)N1CCC(C(N)=O)CC1 (stereo not drawn)	19	-2
COc1ccccc1CNc1nc2nc(C)c(Cl)c(=O)n2[nH]1	6	11
COc1ccc2cc(C(c3nnnn3C3CCCC3)N3CCCCCC3)c3nnnn3c2c1 (stereo not drawn)	10	4
Cc1ccc(NC(=O)CSc2nc(O)cc(=O)n2C)cc1	4	4
CSc1nc2nc3c(c(=O)n2[nH]1)CCC3	8	-8

Looked up by compound from the list above, 7 records:
SMILES	FXIIa single	FXIa single inh
Cc1ccc(OCC(=O)NC2CCS(=O)(=O)C2)cc1 (stereo not drawn)	3	-3
CC(=O)n1c(Cl)c(NC(=O)CCl)c2ccccc21	4	-2
Nc1nc(CN2CCc3ccccc3C2)nc(Nc2ccccc2)n1	-3	-3
CCN(CC)C(=O)CCc1nc2sc3c(c2c(=O)[nH]1)CCCC3	7	-9
COc1ccccc1CNc1nc2nc(C)c(Cl)c(=O)n2[nH]1	6	11
Cc1ccccc1NC(=O)NCc1ccco1	4	9
CCCCSc1nc(O)c(C2OC(=O)c3c2ccc(OC)c3OC)c(=O)n1-c1ccccc1 (stereo not drawn)	9	5

The listing picks up, starting 4 compounds before the break.
SMILES	FXIIa single	FXIa single inh
COc1ccccc1CNc1nc2nc(C)c(Cl)c(=O)n2[nH]1	6	11
COc1ccc2cc(C(c3nnnn3C3CCCC3)N3CCCCCC3)c3nnnn3c2c1 (stereo not drawn)	10	4
Cc1ccc(NC(=O)CSc2nc(O)cc(=O)n2C)cc1	4	4
CSc1nc2nc3c(c(=O)n2[nH]1)CCC3	8	-8
COc1ccc(OCC(=O)Nc2ccccc2O)cc1	-2	-8
CCC(Nc1nc(-c2ccccc2)nc2ccccc12)C(=O)O (stereo not drawn)	1	-3
CC(C)c1nc2sc3c(c2c(=O)o1)CCCC3	3	3
CCOC(=O)C(C)n1cnc2sc(C)c(C)c2c1=O (stereo not drawn)	4	-6
O=C(CCC1COc2ccccc2O1)Nc1ncccc1O (stereo not drawn)	6	0
c1cncc(-c2nc(-c3ccc4c(c3)OCO4)cs2)c1	-16	-14
CCOC(=O)c1cc(-c2ccc(C)cc2)n(CCC(=O)NCCCOC)c1C	8	-3
CCn1c(SCC(=O)OC)nnc1C1CCCCC1	7	-1
COc1ccc(-c2cc3nc(C)cc(C)n3n2)cc1	7	1
CCOc1ccc(/C(O)=C2/C(=O)C(=O)N(c3nc(C)c(C)s3)C2c2ccco2)cc1 (stereo not drawn)	10	-2
COC(=O)Cc1csc(N)n1	7	-11
C=CCc1ccc(OCCOCCNCCCC)c(OC)c1	12	2
O=C(COC(=O)c1ccco1)c1ccc2ccccc2c1	7	-4
Cc1ccc(N(Cc2ccccc2F)S(C)(=O)=O)cc1C	7	-10
c1ccc2[nH]c(NCCN3CCOCC3)nc2c1	-3	-2
N#Cc1c(NC(=O)CSc2ccccn2)oc(-c2ccccc2)c1-c1ccccc1	-14	21
CC(C)N(C(=O)CSc1nnc(CNc2ccc(F)cc2)o1)C(C)C	6	2
Brc1cccc(-c2nnc3sc(CNCc4ccco4)cn23)c1	6	3
Cc1nc(CS(=O)c2ccc(Cl)cc2)cc(NCc2ccc(Cl)cc2Cl)n1 (stereo not drawn)	-2	-2
C/C(=N\NC(=S)NCCc1ccccc1)c1ccc(C)cc1	-1	-5
Cc1ccc(-c2cc(-c3nnc(SCC(=O)NC(C)C(C)C)n3N)c3ccccc3n2)cc1 (stereo not drawn)	3	-8
Cn1c(=O)c2c(nc(NCC3CCCO3)n2Cc2cccc(Br)c2)n(C)c1=O (stereo not drawn)	5	3
COc1ccc(N2COC3c4cccc5cccc(c45)C32)cc1 (stereo not drawn)	7	0
COc1ccc(OC(=O)c2cc(S(=O)(=O)N3CCCC3)ccc2Cl)cc1	8	8
COc1ccc(CNC(=S)Nc2ccccc2C)cc1	-2	-11
CC(=O)Nc1ccc2c(c1)N(C(=O)CN(C)C)c1ccccc1CC2	7	-4
Nc1c(C(=O)NC2CCCC2)c2nc3ccccc3nc2n1/N=C/c1ccco1	-10	-6
Cc1ccc2c(CSc3nncs3)cc(=O)oc2c1	6	3
COC(=O)C1C(=O)c2c([nH]c(C(=O)OC3CCCC3)c2C)CC1C (stereo not drawn)	2	6
O=C(c1ccc(C(=O)N2CCCc3ccccc32)nc1)N1CCCc2ccccc21	9	0
CN1CCN(CC(=O)Nc2ccc(Cl)cc2Cl)CC1	2	-3
CCOC(=O)C1CCN(C(c2ccccn2)c2c(C)[nH]c3ccccc23)CC1 (stereo not drawn)	20	-4
CC(NC(=O)c1ccc(F)cc1)c1nc2ccccc2n1Cc1ccccc1F (stereo not drawn)	11	3
O=C(CN(Cc1ccccc1)C(=O)c1ccco1)NCc1ccc(F)cc1	3	5
COc1ccc(Nc2nc(N)nc(CSc3nnc(C)s3)n2)cc1	9	-5
CC1CN(S(=O)(=O)c2ccc(NC(=O)CCCN3C(=O)c4ccccc4C3=O)cc2)CC(C)O1 (stereo not drawn)	4	-3
COc1ccccc1C(=O)N1CCc2ccccc21	1	1
CCOC(=O)N1CCN(C(=O)Nc2cccc(Cl)c2)CC1	7	-6
O=C1c2ccccc2C(=O)N1CCOc1ccccc1	4	8
CC(c1ccccc1)n1cc(C(=O)NCc2ccncc2)nn1 (stereo not drawn)	8	10
Cn1c(Cn2nnc3ccccc32)nnc1SCC(=O)c1ccccc1F	-5	2
COC(=O)CCC(=O)c1oc2ccc(OC)cc2c1N	2	12
Cn1c(=O)cc(OCCCC(=O)NCc2ccccn2)c2ccccc21	19	6
CCOC(=O)c1sc2ccc(S(=O)(=O)N3CC(C)CC(C)C3)cc2c1N (stereo not drawn)	-11	14
O=C(COc1ccc2ccccc2c1)N1CCN(c2ccccc2O)CC1	-12	-15
CC1N(C)c2cccc3cccc(c23)N1C	-3	-2
COC(=O)c1cc(=O)nc2sc3ccccc3n12	7	0
c1ccc(-n2ncc3c(N4CCC5(CC4)OCCO5)ncnc32)cc1	-6	-2
Nn1c(Cc2cccc3ccccc23)nnc1SCn1nnc2ccccc2c1=O	8	8
COc1ccc(N2CCN(Cc3cc(=O)oc4ccc(C)cc34)CC2)cc1	11	0
O=C(N/N=C/c1cccc(OCc2ccccc2)c1)c1cccs1	11	3
O=C(Nc1cccnc1)c1ccc(S(=O)(=O)N2CCCCCC2)cc1	-15	29
N#CCCn1c(SCC(=O)NCCc2ccc(F)cc2)nc2ccccc21	2	-8
OC(COc1ccc2ccccc2c1Br)Cn1cnc(-c2ccccc2)c1 (stereo not drawn)	22	-2
CSC1=N/C(=C\c2ccc3c(c2)OCO3)C(=O)S1	5	-3
COC(=O)c1c(NC(=O)CSc2nnc(CNc3ccc(Cl)cc3)o2)sc(C)c1C	-4	1
COC(=O)C1=C(C)OC(N)=C(C#N)C1c1ccco1 (stereo not drawn)	2	0
COc1ccc(-n2c(SCC(=O)NCc3ccco3)nc3c([nH]c4ccccc43)c2=O)cc1	6	7
Cn1nc(OCC(N)=O)ccc1=O	7	1
CC(=O)O[C@]1(C(C)=O)CC[C@H]2[C@@H]3C=C(C)C4=CC(=O)CC[C@]4(C)[C@H]3CC[C@@]21C	2	6

Other compounds
SMILES	FXIIa single	FXIa single inh
CCC(C)c1ccc2oc(-c3ccc(NC(=O)Cn4cnc5c(=O)n(C)c(=O)n(C)c54)cc3)nc2c1 (stereo not drawn)	-2	6
CCOC(=O)Cc1csc(NC(=O)CCCN2C(=O)c3ccccc3C2=O)n1	-2	-1
COc1cc(C(N)=O)ccc1OCc1ccccc1	4	2
Cc1cc(C(=O)OCC(=O)c2ccc3c(c2)OCCO3)c(C)o1	9	2
COCCn1c(-c2ccc(OC(F)(F)C(F)C(F)(F)F)cc2)nc2c1c(=O)[nH]c(=O)n2CC(C)C (stereo not drawn)	9	-7
Cc1ccc(S(=O)(=O)NC(=O)COc2ccccc2C)cc1	3	-9
CC[N+](C)(C)CCN(Cc1ccc(Cl)cc1)c1ccccn1	8	5
COc1cc(Br)cc(-c2nc3c(c(=O)[nH]c(=O)n3Cc3ccccc3)n2C)c1O	3	1
Cc1onc(-c2ccccc2Cl)c1C(=O)Nc1nnc(-c2ccc(Br)cc2)s1	0	3
C=CCN1C(=O)C(CC(=O)Nc2ccc(C)cc2)SC1=Nc1c(C)n(C)n(-c2ccccc2)c1=O (stereo not drawn)	1	9
O=C(O)c1ccc(-n2c(-c3ccc(Br)cc3)n[nH]c2=S)cc1	4	-10
CCN(CC)CC#CCOC(=O)C(O)(c1ccccc1)C1CCCCC1 (stereo not drawn)	-1	6
CCOC(=O)c1sc(NC(=O)c2cc3c(s2)CCC(C)C3)nc1C (stereo not drawn)	-2	-4
COc1ccc(C(=O)CSc2nc3nc(C)cc(C)c3c(=O)[nH]2)cc1OC	7	-1
Cc1ccc(C(=O)Nc2ccccc2OC(F)F)cc1	4	-11
Cc1ccc(C2C(=O)N(C3CCC(C)CC3)CC(=O)N2C2CCCC2)cc1 (stereo not drawn)	2	-7
COc1ccc(C(=O)CSc2nnc(C3CC3)n2N)cc1	-10	26
O=C(OCC(=O)N1N=C(c2ccc(Cl)cc2)CC1c1ccco1)c1ccccc1O (stereo not drawn)	2	-10
O=C(Nc1ccc(Br)cc1Cl)Nn1cnnc1	6	-4
CC(=O)Oc1ccc(C(=O)Nc2ccc3c(c2)C(=O)N(CCC(=O)O)C3=O)cc1	-17	23
Cc1nn(CC(=O)O)c(=O)c2ccccc12	11	2
CCCN(CCC)S(=O)(=O)c1ccc(C(=O)N2CCOCC2)cc1	-11	22
COc1ccc(Nc2nc(N)nc(CSCCO)n2)cc1	5	0
CC(C)COc1ccc2[nH]c3c(c2c1)CCCC3=O	5	5
NC(=O)C1CC(=O)N(c2ccc(OCC(=O)Nc3cccc(C(F)(F)F)c3)cc2)C1 (stereo not drawn)	7	0
O=C(CSc1nnc(Nc2ccccc2)s1)Nc1ccc(S(=O)(=O)N2CCOCC2)cc1	3	8
CCOc1ccc(NC(=O)c2cn(-c3ccc(OCC)cc3)c(=O)c3cc(OC)c(OC)cc23)cc1	0	2
FC(F)(F)c1cccc(N2CCN(CC3CC4C=CC3C4)CC2)c1 (stereo not drawn)	-16	-8
CN(C)c1ccc(NC(=O)CSCc2nc3c(nnn3Cc3ccc(F)cc3)c(=O)[nH]2)cc1	6	-1
CC(=O)c1cc(C#N)c(SCc2ccccc2)nc1C	14	2
CCn1cc(SCC(=O)N2CCOCC2)c2ccccc21	1	-1
COc1cc(-c2cc(C(=O)O)c3cc4c(cc3n2)OCCO4)cc(OC)c1OC	4	0
CC(=O)C1=C(O)C(=O)N(c2ccc(Br)cn2)C1c1ccccc1F (stereo not drawn)	6	-6
O=C1C=C(NCc2ccc(Cl)c(Cl)c2)CC1	2	1
O=C(CN(CC(=O)N1CCOCC1)S(=O)(=O)c1ccc(Br)s1)N1CCOCC1	4	3
CC(=O)NC(CCS(C)(=O)=O)C(=O)Nc1ccccc1 (stereo not drawn)	12	5
Cc1nnc(SCC(=O)Nc2nsc(-c3ccc(C(C)(C)C)cc3)n2)s1	3	-1
COc1cccc2c(=O)n(CC(=O)Nc3ccc(F)cc3)ccc12	1	1
COC(=O)c1ccc(N2C(=O)CC(N3CCC(O)(c4ccc(Br)cc4)CC3)C2=O)cc1 (stereo not drawn)	5	0
Cc1cc(C)c(COCc2cc(/C=N/O)c(C)cc2C)cc1/C=N/O	-5	-3
CC[n+]1c(P(=O)([O-])c2ccccc2)[nH]c2ccccc21	5	2
CC1CCN(C(=O)CCc2ccc(S(=O)(=O)NC(C)C)cc2)CC1	-6	-2
O=C(O)CCc1ccc(-c2ccccc2)n1NC(=O)c1ccco1	3	0
COc1cccc(-c2nnc3sc(-c4ccc(Cl)cc4)nn23)c1	-16	-1
Cc1cc2c3c(c1C)C1(C(=O)N3C(C)(C)CC2C)C(C#N)=C(N)Oc2cc(O)ccc21 (stereo not drawn)	1	-6
CCS(=O)(=O)c1nc(NC(C)=O)n[nH]1	23	-8
c1ccc(Cn2nnnc2C(c2ccccn2)N2CCN(c3ccccc3)CC2)cc1 (stereo not drawn)	5	-4
COc1cc(OC)cc(-c2nnc(SCC(=O)N3c4ccccc4Sc4ccccc43)o2)c1	-1	-2

Not a retest: an excerpt of the list.
SMILES	FXIIa single	FXIa single inh
CC[n+]1c(P(=O)([O-])c2ccccc2)[nH]c2ccccc21	5	2
CC1CCN(C(=O)CCc2ccc(S(=O)(=O)NC(C)C)cc2)CC1	-6	-2

Compound activity as filed in PubChem.

A portion of the library (hit frequency here may not be typical).
